# D3 antag: antagonists of human D3 dopamine receptor; D3R cells, DiscoveRx beta-arrestin luminescence, antagonist mode; active compounds read low; max response, negative = inhibition, %; 360,000 tested, 2.5% active; AID 652054; in the data active = max response below about -50%; inconclusive = no clear call, values can overlap the other calls; also: % is scaled to controls: 0 for no effect and ±100 for the full control effect; mostly tested at two doses, the higher about 12 µM
#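 Cells expressing the human receptor were seeded at 1500 cells/well, incubated overnight at 37 degrees C in 5% CO2, then exposed to library compounds with dopamine controls for 90 minutes at 37 degrees C before luminescent detection.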
# GLP-1R inv ag: GLP-1 receptor (human) inverse agonism. P43220. HEK293 GLP-1R CRE-luciferase, luminescence, 24 h; GLP-1R form is constitutively active. Potency, µM (doses to about 38.3 µM), inactives show at the highest dose activity change, negative = inhibition, most hits filed as inhibitors. 410,000 tested, 1.6% active; also: potency is read from the fitted curve at half-maximal effect; % is scaled to controls: 0 for no effect and ±100 for the full control effect; nearly all actives have a fitted effect of over 55% in size
# Target sequence (P43220 whole entry, looked up): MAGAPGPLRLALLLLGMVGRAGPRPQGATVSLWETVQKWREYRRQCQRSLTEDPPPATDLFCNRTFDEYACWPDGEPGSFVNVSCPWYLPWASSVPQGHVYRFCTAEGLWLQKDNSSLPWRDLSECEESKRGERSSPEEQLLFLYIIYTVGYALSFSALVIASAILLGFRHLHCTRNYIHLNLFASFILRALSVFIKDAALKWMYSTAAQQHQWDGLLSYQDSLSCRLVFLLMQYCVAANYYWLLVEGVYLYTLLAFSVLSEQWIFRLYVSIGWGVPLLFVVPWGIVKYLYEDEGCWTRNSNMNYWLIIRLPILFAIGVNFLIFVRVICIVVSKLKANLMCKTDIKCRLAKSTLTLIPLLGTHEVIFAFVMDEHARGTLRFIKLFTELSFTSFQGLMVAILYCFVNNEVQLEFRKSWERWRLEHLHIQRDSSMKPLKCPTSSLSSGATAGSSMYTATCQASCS
#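 HEK293 cells stably co-expressing a cAMP-responsive luciferase reporter and constitutively active GLP-1R were seeded, incubated 12 h, then exposed to compounds for 24 h at 37 C. Luminescence was read 12 min after detection reagent; inverse agonists lower signal.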
# PTHR1 agonist: activates the human parathyroid hormone receptor PTHR1; HEK293 GP2 PTHR1 cells, GloSensor cAMP luminescence, 1 h; Potency, µM (top dose mostly 115 µM), inactives show top-dose activation, hits mostly activators; 410,000 tested, 0.075% active; also: potency is read from the fitted curve at half-maximal effect; nearly all actives have a fitted effect of over 55% in size; some results filed as inactive show a strong effect at the top dose; inactives centre near -15; many of its hits are not listed in these tables
# Target sequence (Q03431 whole entry, looked up): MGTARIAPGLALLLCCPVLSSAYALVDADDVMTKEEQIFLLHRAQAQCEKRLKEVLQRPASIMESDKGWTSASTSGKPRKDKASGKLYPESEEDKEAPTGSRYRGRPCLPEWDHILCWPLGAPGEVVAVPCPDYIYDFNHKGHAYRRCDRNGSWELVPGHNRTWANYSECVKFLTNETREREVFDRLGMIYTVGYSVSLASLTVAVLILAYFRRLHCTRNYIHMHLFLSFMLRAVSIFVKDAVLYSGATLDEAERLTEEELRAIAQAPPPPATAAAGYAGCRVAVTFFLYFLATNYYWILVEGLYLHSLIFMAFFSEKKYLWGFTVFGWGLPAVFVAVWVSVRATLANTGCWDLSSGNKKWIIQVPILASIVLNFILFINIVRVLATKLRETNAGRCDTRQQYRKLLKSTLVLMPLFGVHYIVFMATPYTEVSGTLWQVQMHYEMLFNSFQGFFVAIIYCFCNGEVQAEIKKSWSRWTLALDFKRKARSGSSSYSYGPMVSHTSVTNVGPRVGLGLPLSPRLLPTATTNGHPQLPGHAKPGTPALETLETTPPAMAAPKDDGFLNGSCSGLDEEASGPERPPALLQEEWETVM
#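 HEK-293-derived GP2 cells expressing PTHR1 and a GloSensor cAMP reporter, 3,000/well, plated overnight, given luciferin plus IBMX (each 0.5 mM as added) for 1 h at 37 °C, then compound for 1 h at 37 °C. Luminescence was read after 15 min at room temperature.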
# GLP1R ag: GLP-1 receptor (human) agonism. HEK293 GLP-1R CRE-luciferase, luminescence, 4-6 h; cells express a hypersensitive GLP-1R form. Potency, µM (doses to about 45.6 µM), without a hit: top-dose activation, most hits filed as activators. 380,000 tested, 0.007% active. AID 624172; also: potency is read from the fitted curve at half-maximal effect; % of control where 0% means no effect
# GLP1R cytotox: cytotoxicity counter-screen for GLP-1 receptor inverse agonists; AID 624418; 410,000 tested, 0.13% active; Potency, µM (titrated, usually from 38.3 µM), inactives show at the highest dose activity change, negative = inhibition, usual class: inhibitors; HEK293 cAMP-luciferase reporter cells, luminescence, 24 h;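 also: loss of luciferase light is scored as toxicity; potency is read from the fitted curve at half-maximal effect; % is scaled to controls: 0 for no effect and ±100 for the full control effect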
#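 Step one: seed cells (200 cells/uL, DMEM with 10% Nu serum, 1% pen-strep). Step two: 12-hour incubation at 37 deg C. Step three: pin 23 nL compound, incubate 24 hr. Step four: add luciferase reagent, read luminescence 12 min later.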
# aSyn yeast inh: inhibitors of alpha-synuclein toxicity in yeast. Yeast expressing alpha-synuclein, growth rescue, BacTiter-Glo, 24 h. Potency, µM (highest dose often 46.1 µM), inactives show at the highest dose growth rescue (activation), actives largely listed as activators. 370,000 tested, 0.14% active; also: potency is read from the fitted curve at half-maximal effect; % of control where 0% means no effect; nearly all actives have a fitted effect of over 65% in size
#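 Galactose-induced alpha-syn yeast (OD600=0.02, raffinose-pregrown) + pinned cpd, 24 hr, 30 deg C; growth by BacTiter-Glo luminescence. Growth restoration scores as activation.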
# TDP43 rescue: TDP-43 toxicity inhibition in yeast; TDP-43 expressing yeast growth rescue, BacTiter-Glo, 24 h; Potency, µM (series often up to 46.1 µM), without a hit: at the top dose growth rescue (activation), most hits filed as activators; 410,000 tested, 1.8% active; also: potency is read from the fitted curve at half-maximal effect; % of control where 0% means no effect; nearly all actives have a fitted effect of over 50% in size
#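 Luminescence from BacTiter-Glo reports growth of TDP-43-expressing yeast after 24 hr at 30 deg C with compound. Cells were raffinose-pregrown to mid-log, then seeded in galactose medium at OD600=0.02.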
# KB-V1 cytotox: kills drug-selected multidrug resistant KB-V1 cells; KB-V1 MDR cells viability, CellTiter-Glo, 72 h; AID 1347076; 400,000 tested, 3.4% active; Potency, µM (top dose mostly 46.1 µM), for the others: top-dose activity change, negative = cytotoxicity, hits mostly cytotoxic; also: potency is read from the fitted curve at half-maximal effect; % is scaled to controls: 0 for no effect and ±100 for the full control effect; nearly all actives have a fitted effect of over 60% in size
#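 Cells of the MDR subline KB-V1 are plated, dosed with compound at multiple concentrations, and incubated 72 h at 37 degrees C; CellTiter-Glo is then added and luminescence read after 10 min.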
# DRD3 agonist: activates the human D3 dopamine receptor; P35462; D3R DiscoveRx beta-arrestin cells, luminescence, 90 min; max activation, %; 410,000 tested, 0.58% active; AID 652048; in the data active = max activation above about 30%; also: 0% is about no effect; mostly tested at two doses, the higher about 12 µM
#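 Agonist mode: compounds and dopamine controls were applied to plated cells for 90 min at 37 degrees C after an overnight attachment at 1500 cells/well. Luminescent read-out followed 30 - 60 minutes at room temperature with DiscoveRx detection reagent.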
# The depositor's hits bear a star; i = inactive; ? = inconclusive; nt = not tested or not shown; & = joins results of further samples; [ ] = remark or other dose. Unless noted, calls follow the shape of the dose curve; as a rule, active = well fitted curve in the direction sought with a large enough effect; inconclusive = small, poorly fitted or top-dose-only effect, or another doubt; inactive = no such curve, though single readings can be large; an effect the other way counts as inactive or inconclusive. These rows are one share of the data, so the mix of outcomes need not match the whole.
# Below each compound – PTHR1 agonist	GLP1R cytotox	KB-V1 cytotox	D3 antag	TDP43 rescue	aSyn yeast inh	GLP-1R inv ag	GLP1R ag	DRD3 agonist
1. CS(=O)(=O)N(CC(=O)N1CCCCC1)C1CCCCC1
  i	47%	7%	-23	4%	-2%	13%	0%	-5
2. CN(C)C(=O)c1ccc(NC(=O)c2ccccc2-c2ccccc2)cc1
  -3%	3%	14%	-6	-9%	8%	5%	-7%	0
3. CN(C)S(=O)(=O)Oc1ccc(C(=O)Nc2cccc(Cl)c2)cc1
  -15%	1%	2%	-10	-11%	-4%	?	26%	-5
4. Cc1ccc(-c2cn(S(=O)(=O)c3ccc(C)cc3)nc2N)cc1
  i	10%	13µM*	21	-10%	3%	4%	-6%	0
5. CCc1ccc(N=CC2=C(O)CC(c3ccco3)CC2=O)cc1 (stereo unspecified)
  -18%	-6%	4%	4	-8%	-5%	-14%	9%	-7
6. Cc1ccc(CCNC(=O)c2ccc3nc(N4CCC(C)CC4)sc3c2)cc1
  -25%	-4%	3%	nt	14%	nt	11%	nt	7
7. CCOC(=O)N(C)c1ccc(C(O)(C(F)(F)F)C(F)(F)F)cc1
  -12%	4%	0%	10	23%	2%	?	-2%	1
8. O=C(C1COc2ccccc2O1)N(Cc1cccnc1)c1nc2ccc(F)cc2s1 (stereo unspecified)
  -37%[inhibitor]	-8%	nt	nt	3%	nt	9%	nt	-9
9. C=CCc1c(C)[nH]c(=O)[nH]c1=O
  i	12%	-8%	-12	-19%[1.82 µM]	1%	18%	10%	7
10. CCOC(=O)CSc1ncc(OC)c(=O)[nH]1
  i	-14%	24%	0	8%	1%	9%	-6%	3
11. COC(=O)C(NNc1ccccc1C)(NC(=O)c1ccc(F)cc1)C(F)(F)F (stereo unspecified)
  i	2%	-2%	3	-7%	3%	?	6%	-2
12. COc1ccccc1CNC(=O)c1cc(S(=O)(=O)N2CCOCC2)cn1C
  -6%	3%	17%	-14	0%	-3%	-2%	9%	-6
13. O=C(Nc1nnc(S(=O)(=O)N2CCCCCC2)s1)c1ccc(Br)cc1
  -61%&-31%[inhibitor]	0%&-6%	?	7	4%&15%	-1%	-9%&1%	-3%	0&-10
14. O=C1/C(=C\c2ccc(O)c(O)c2)C(c2ccccc2)=NN1c1ccccc1
  -5%	-25%	0%	17	-6%[9.22 µM]	-15%	?	-2%	10
15. COc1cc(C2CC(=O)Oc3cc(C)cc(C)c32)cc(OC)c1OC (stereo unspecified)
  -4%	0%	0%	-17	5%	14%	8%	11%	-20
16. CC(OC(=O)CC1CCCCC1)C(=O)Nc1ccc(F)cc1 (stereo unspecified)
  -9%	-7%	9%	6	-20%	-1%	?	21%	7
17. Cn1cnc([N+](=O)[O-])c1S(=O)(=O)Oc1ccc(Cl)cc1
  -45%[inhibitor]	?	?	-89*	3.2µM*	-24%	?	-5%	-13
18. COc1cccc(-n2ccnc2SCC(=O)NCc2ccccc2)c1
  i	-8%	-5%	-7	4%	2%	-27%	3%	-1
19. COc1ccc(OC)c(NC(=O)CN(Cc2ccc(Cl)cc2)S(C)(=O)=O)c1
  -3%	-9%	0%	-7	-2%	5%	-28%	11%	-12
20. CCOc1ccccc1C(=O)N[C@H](C(=O)OCC(=O)Nc1nnc(-c2ccccc2)o1)C(C)C
  i	-15%	?	17	19%	?	-3%	-1%	1
21. CCN(CC)S(=O)(=O)N1CCN(S(=O)(=O)N2CCOCC2)CC1
  i	-3%	-5%	19	13%	4%	10%	3%	7
22. Cc1ccccc1OCC(O)Cn1c(Br)nc2c1c(=O)[nH]c(=O)n2C (stereo unspecified)
  -9%	-2%	4%	43	0%	-5%	19%	22%	12
23. c1ccc(-c2nc3cccnc3nc2-c2ccccc2)cc1
  i	19%	-13%	10	20%	-16%	?	-1%	-12
24. CCCN1CCC(NC(=O)Cc2cccc(C)c2)CC1
  19%	-4%	4%	-8	-18%	-4%	5%	13%	7
25. COc1cc(OC)cc(C(=O)NCCCN2CCN(CCCNC(=O)c3cc(OC)cc(OC)c3)CC2)c1
  -14%	0%	?	0	-10%	1%	7%	4%	-5
26. Cc1ccc(Cl)cc1NC(=O)C1CC(=O)N(C(C)C)C1 (stereo unspecified)
  i	19%	-1%	4	-25%	-8%	11%	-2%	0
27. CCOc1ccc(NC(=O)CN(C)C(=O)c2ccc(N3CCCCC3)c([N+](=O)[O-])c2)cc1OCC
  -42%[inhibitor]	3%	13%	8	?	0%	-29%	3%	0
28. CC(=O)N1CCc2c(sc3c2c(=O)n(-c2ccccc2C)c(=O)n3CC(=O)Nc2ccccc2)C1
  i	-12%	6%	nt	11%	nt	10%	nt	1
29. CCC(C)NC(=O)C1CCN(S(=O)(=O)c2cccc3nonc23)CC1 (stereo unspecified)
  i	-2%	0%	4	-1%	3%	0%	1%	5
30. Cc1ccccc1NC(=O)c1c(C)[nH]c(=S)c(C#N)c1-c1ccco1
  -14%	6%	-18%	-4	8%	-9%	13%	-8%	0
31. CN(C)CCN=Cc1c(O)n(Cc2ccc3c(c2)OCO3)c(=O)c2ccccc12
  -2%	63%[activator]	-24%	-10	14%	14%	?	10%	-9
32. Cc1ccc(S(=O)(=O)N(C)c2ccccc2C(=O)N2CCCC2)cc1
  i	5%	-12%	0	17%	1%	24%	7%	-1
33. CCc1ccccc1NC(=O)N1CCN(c2nnc(C)c3c(C)n(-c4ccccc4)nc23)CC1
  -19%	-3%	2%	nt	19%	nt	11%	nt	-13
34. CC(C)C[C@H](NC(=O)N1CC(=O)Nc2ccccc21)C(=O)N[C@H](Cc1c[nH]c2ccccc12)C(=O)O
  -8%	3%	?	?	6%	0%	-10%	-1%	-19
35. O=S(=O)(Cc1ccccc1)NCC1CCCN(Cc2ccc3nonc3c2)C1 (stereo unspecified)
  i	0%	1%	7	0%	3%	?	1%	-4
36. Fc1cccc(Cl)c1/C=N/Nc1c(Cl)cncc1Cl
  -81%[inhibitor]	-28%	?	1	13%	0%	?	5%	1
37. CCCOC(=O)c1ccc(Oc2coc3c(CN(CC)CC)c(O)ccc3c2=O)cc1
  i	10%	0%	-19	-8%	-3%	-17%	2%	-7
38. Cc1nc2ccccn2c(=O)c1NC(=O)c1cccc2ccccc12
  -2%	2%	-4%	1	27%	15%	-5%	0%	0
39. O=C(Nc1ccc2nc3n(c(=O)c2c1)CCCCC3)c1cc([N+](=O)[O-])ccc1F
  -6%	?	-18%	-19	0%	18%	11µM*	-3%	-9
40. CCOc1ccccc1CNC(=O)c1cc2c(=O)n(Cc3cccnc3)ccc2nc1C
  -18%	-2%	13%	nt	3%	nt	8%	nt	7
41. COc1ccc(OC)c(NC(=O)c2cc(S(=O)(=O)N3CCCC3)cn2C)c1
  i	2%	-11%	14	-10%	-2%	20%	8%	-9
42. CC(=O)c1cccc(S(=O)(=O)N2CCN(CCOc3ccccc3)CC2)c1
  -24%	-4%	-12%	-16	2%	-5%	-22%	4%	26
43. CN(C)c1ccc(C(CNC(=O)c2cccs2)N(C)C)cc1 (stereo unspecified)
  i	6%	-6%	?	14%	0%	10%	8%	-6
44. CC(C)=CCC12Oc3cc(O)ccc3C1(O)Oc1cc3c(c(O)c1C2=O)C=CC(C)(C)O3 (stereo unspecified)
  -12%	-26%	15%	?	-92%[inhibitor]	-70%[inhibitor]	?	9%	-33
45. Cc1cc(=O)n2[nH]c(CCC(=O)O)nc2n1
  -3%	9%	19%	0	-9%	3%	26%	8%	-1
46. CCCC1(C(=O)OCC)NC(c2ccc(OC)cc2OC)C2C(=O)N(c3ccccc3)C(=O)C21 (stereo unspecified)
  i	-15%	?	6	17%	8%	-13%	-5%	0
47. COc1ccc(CCNC(=O)CSc2nc3ncccc3[nH]2)c(OC)c1
  i	-4%	11%	6	-3%	6%	11%	10%	-2
48. COc1ccc(-c2nc(NC3=NCCCCC3)sc2C)cc1
  5%	-5%	-12%	8	-7%	1%	?	19%	-2
49. CC[C@@H](C)C(NC(=O)OC(C)(C)C)c1cn([C@@H](CCC(=O)OC(C)(C)C)C(=O)N2CCN(C(=O)OC(C)(C)C)CC2)nn1 (stereo partly specified)
  -2%	0%	8%	10	3%	3%	19%	1%	21
50. CCOC(=O)c1ccc(NC(=O)c2c(C)nn(-c3ccc(F)cc3)c2-n2cccc2)cc1
  -1%	6%	-6%	nt	15%	0%	18%	-4%	3
51. Cc1ccc(Cn2c(SCC(=O)NCC3CCCO3)nc3c2c(=O)n(C)c(=O)n3C)cc1 (stereo unspecified)
  -12%	10%	?	3	-13%[9.22 µM]	2%	32%[activator]	5%	2
52. Cc1noc(C)c1COc1ccc(C(=O)N(C)CCOc2ccccc2)cc1
  -23%	1%	?	18	?	3%	-19%	11%	-3
53. CCOc1cc(N2CCOCC2)c(OCC)cc1NC(=O)c1ccc(C)s1
  i	7%	2%	0	?	11%	14%	25%	3
54. COCCNC(=O)Cn1nc(C(F)(F)F)c(Br)c1C
  i	1%	-1%	20	-2%	3%	0%	-5%	3
55. CN(C)c1ccc(/C=C/C(=O)c2ccc3c(c2)OCCO3)cc1[N+](=O)[O-]
  i	-10%	3%	-21	?	-1%	4%	8%	-8
56. COc1ccc(C(=O)NCc2nnc(SC)n2C2CCCCC2)cc1
  -37%[inhibitor]	0%	-14%	0	27%	-9%	-19%	-1%	4
57. O=C(OCc1ccccc1)/C(=C/c1cccc(Br)c1)NC(=O)c1ccco1
  -37%[inhibitor]	12%	?	1	?	13%	10µM*	-3%	10
